ALOX12 inh: ALOX12 (human) lipoxygenase inhibition; AID 1671190; purified 12hLO, xylenol orange hydroperoxide absorbance; hit rate 1.1% among 580,000; Potency, µM (highest dose often 108 µM), for inactives: at the top dose activity change, negative = inhibition, hits mostly inhibitors; P18054; active = well fitted inhibition curve with a large enough effect; inconclusive = small, poorly fitted or top-dose-only effect, or another doubt; inactive = no such curve, though single readings can be large or run the other way
Target sequence (P18054 whole entry, looked up): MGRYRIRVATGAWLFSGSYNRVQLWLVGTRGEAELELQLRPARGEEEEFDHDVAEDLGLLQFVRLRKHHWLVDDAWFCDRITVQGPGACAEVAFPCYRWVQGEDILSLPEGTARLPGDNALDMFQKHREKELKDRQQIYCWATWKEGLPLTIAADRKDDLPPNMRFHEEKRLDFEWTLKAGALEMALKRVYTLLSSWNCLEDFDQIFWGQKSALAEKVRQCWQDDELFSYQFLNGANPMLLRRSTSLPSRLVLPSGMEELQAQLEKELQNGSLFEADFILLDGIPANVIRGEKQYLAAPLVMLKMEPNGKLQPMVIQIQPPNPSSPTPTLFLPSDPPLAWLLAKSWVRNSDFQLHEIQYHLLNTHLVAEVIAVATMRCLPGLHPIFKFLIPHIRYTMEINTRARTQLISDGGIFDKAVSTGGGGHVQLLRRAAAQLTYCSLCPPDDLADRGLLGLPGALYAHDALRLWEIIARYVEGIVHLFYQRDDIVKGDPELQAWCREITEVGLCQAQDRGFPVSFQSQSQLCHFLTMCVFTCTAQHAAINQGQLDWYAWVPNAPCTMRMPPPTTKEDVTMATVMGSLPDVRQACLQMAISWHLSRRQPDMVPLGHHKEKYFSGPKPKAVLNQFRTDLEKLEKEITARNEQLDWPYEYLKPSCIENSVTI
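Hydroperoxide product was detected by ferrous iron/xylenol orange as the 573 to 405 nm absorbance ratio. Arachidonic acid at 40 uM (final) was turned over for 30 min at room temperature by 150 nM human 12hLO, pH 7.0 Hepes buffer, after 15 min compound preincubation.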
Starred values were filed as active, the others as inactive; ? = inconclusive; [ ] = remark or other dose. % is set by controls: 0 for no effect and ±100 for the full control effect; potency is the fitted concentration of half-maximal effect. Not all compounds are listed; the hit share may differ from the screen's.

| SMILES | ALOX12 inh |
| --- | --- |
| COc1ccc2[nH]c(C)c(CCNC(=O)c3cc4cc(Cl)ccc4oc3=O)c2c1 | 1.6% |
| Cc1ccc(C(=O)N2CC(N(Cc3cccnc3)S(C)(=O)=O)C2)s1 | 38.5% |
| CCC(CC)C(NC(=O)CNC(=O)C1CC1)c1cccs1 (stereo unspecified) | 16.8% |
| COC(=O)[C@H](CC(C)C)N(CCCc1cn(Cc2ccc(C)cc2)nn1)S(=O)(=O)c1ccc(F)cc1Br | -18.9% |
| CC(=O)N1C[C@@H](CN(C)C)[C@H](NC(=O)Cc2ccc(OC(F)(F)F)cc2)C1 | 19.1% |
| Cc1ccsc1C(=O)N1CC(C(=O)NC2CCCCC2)C2(CCOCC2)C1 (stereo unspecified) | 50.7%[activator] |
| Cn1nc(C(=O)N2CCN(c3ccc(O)cc3)CC2)c2ccccc2c1=O | ? |
| O=C(Cc1ccccc1Cl)N1CCN(c2cc(-c3ccccc3)[nH]n2)CC1 | 37.6% |
| CCN1c2cc(C(=O)N3CCN(C4CCCCC4)CC3)ccc2C(=O)N2CCCCC21 (stereo unspecified) | 14.9% |
| NNc1c(Cl)cc(Cl)cc1Cl | ? |
| Cc1c(NC(=O)c2ccc(C#N)cc2F)cccc1-c1nc2ccccc2o1 | 14.6% |
| CC(Sc1nc2ccc(F)cc2c(=O)[nH]1)C(=O)NC1CCCCC1 (stereo unspecified) | ? |
| Nc1[nH]nc2nnc(-c3c(-c4ccccc4)nn4ccccc34)cc12 | -23.3%[57.4 µM] |
| CCCCn1c(SCC(=O)Nc2ccc3c(c2)OCCO3)nc2c(-c3ccccc3)c[nH]c2c1=O | 0.4% |
| COC(=O)c1cc2n(n1)CCCN(C(=O)c1cc(-c3ccccc3O)n[nH]1)C2 | 99.3%[activator] |
| Cc1nccc(N2CCC(COc3cnc4c(ccn4CC(N)=O)c3)CC2)n1 | 19.0%[176 µM] |
| COc1cccc(Cn2c(=O)c(-c3ccccc3)nc3cncnc32)c1 | -0.8% |
| Cc1cccc(-c2ccc3c(c2)C(=O)N2CC[C@H](NC(=O)NC(C)C)[C@H]2C(=O)N3)c1C | -7.9%[176 µM] |
| Cc1nccn1CCCNC(=O)c1ccc2nc(C3CC3)oc2c1 | 63.0%[activator] |
| Fc1ccc(-c2ccc3ncc(Nc4ncccn4)n3n2)cc1 | 14.1%[176 µM] |
| CCc1cc(=O)n(CC(=O)Nc2cccc(OC)c2)c(-c2ccccc2)n1 | 36.2%[activator] |
| COC(=O)[C@@H]1Cc2ncn(Cc3ccccc3)c2CN1C(=O)C1CCCCC1 | 16.0%[176 µM] |
| CC(C)C1CN(S(=O)(=O)C2CC2)CCC(=O)N1Cc1ccc(F)cc1 (stereo unspecified) | 24.9% |
| O=[N+]([O-])c1ccc(NC(=S)Nc2ccc3c(c2)CCC3)cc1 | 39.8µM* |
| CSCc1ccc(C(=O)Nc2ccc(F)cc2)o1 | -2.3% |

(more compounds)
| SMILES | ALOX12 inh |
| --- | --- |
| Cc1cc(OCCN(C)C)c(C)c2c1CC[C@@H]([C@H](C)C(=O)NCc1cccs1)C2 | ? |
| Cc1ccc2c(CN3CCc4ccccc43)cc(=O)oc2c1C | ? |
| O=C(Nc1cccnc1)c1cc(-c2ccc(F)cc2)nc2ccccc12 | -4.1% |
| O=C1C[C@@H]2CCN(C(=O)COc3ccccc3)C[C@@H]2CCN1CCN1CCOCC1 | -5.2%[176 µM] |
| O=C(CSc1nc(=O)n(Cc2cccnc2)c2c1CCC2)N1CCCCC1 | -24.0% |
| O=C(CCCNC(=O)c1ccc(Cl)cc1)NCc1cccc(C(F)(F)F)c1 | ? |
| O=C(NCc1ccc(S(=O)(=O)N2CCOCC2)cc1)c1cc(Cl)ccc1O | 7.3% |
| Cc1sc2c(c1C)c1nc(-c3ccco3)nn1c(=O)n2CCc1ccccc1 | ? |
| Cc1cccc(CNc2cc(-c3ccc(C(=O)N(C)C)cc3)ncn2)c1 | ? |
| O=C(Cc1ccc2c(c1)CCCC2)NNC(=O)c1ccncc1 | 29.3% |
| CCOC(=O)COc1ccc2c(C)c(CCC(C)C)c(=O)oc2c1 | 40.1% |
| Cc1ccc2nc(/N=C(\N)NC(=O)c3ccccc3)nc(C)c2c1 | 0.0% |
| Cc1cccc(N(C)C(=O)Cn2c(=O)n(-c3ccccc3)c(=O)c3c2cc(C)n3C)c1 | 22.1% |
| COc1cc(OC)c(OC)cc1CN1CCC(C)(c2noc(C3CCOCC3)n2)CC1 | 71.3%[activator] |
| Cc1nnnn1-c1cccc(C(=O)N[C@H]2C[C@@H]3OCC[C@H]23)c1 | 38.6%[activator] |
| Cc1ccccc1C(=O)N1CCC2(CC1)CCN(CCc1ccccc1)c1ccccc1O2 | 0.9% |
| NC(=O)N1CCCC(C(=O)NCCc2nc(-c3ccccn3)no2)C1 (stereo unspecified) | 34.7%[activator] |
| COc1ccc(CN2CCCC23Cc2ccccc2CNC3=O)cc1F (stereo unspecified) | 16.0%[6.33 µM] |
| CC(C)Cc1ccc(S(=O)(=O)N2CCCC2c2nncn2Cc2ccncc2)cc1 (stereo unspecified) | 26.4% |
| O=C(c1cccc(F)c1)N1CCCC(c2noc(COc3ccccc3F)n2)C1 (stereo unspecified) | -5.6% |
| Cc1nc([C@@H]2CN(C(=O)c3ccc(Cn4ccnc4)o3)C[C@H]2C(N)=O)n[nH]1 | 20.7% |
| CCCCCCc1ccc(Nc2cccc(C)c2)cc1O | ? |
| COCc1nc2nccc(-c3ccsc3)n2n1 | 11.7% |
| Cc1ccc(N(C)C2CN(C(=O)OC(C)(C)C)C2)cc1 | 9.6%[12.5 µM] |
| Cc1ccc(Cn2cc(-c3ccncc3)cc2C(=O)N2CCN(C)CC2)cc1 | 19.3% |

Filtered by structure, those above containing a furan ring, fused or not.
| SMILES | ALOX12 inh |
| --- | --- |
| CSCc1ccc(C(=O)Nc2ccc(F)cc2)o1 | -2.3% |
| Cc1sc2c(c1C)c1nc(-c3ccco3)nn1c(=O)n2CCc1ccccc1 | ? |
| Cc1nc([C@@H]2CN(C(=O)c3ccc(Cn4ccnc4)o3)C[C@H]2C(N)=O)n[nH]1 | 20.7% |

Continued.
| SMILES | ALOX12 inh |
| --- | --- |
| CC(C)N(CC(=O)NC(=O)NCc1ccccc1)Cc1ccccn1 | 22.1% |
| CCCc1noc(-c2cccn3c(CNC(=O)c4cccc(Cl)c4)nnc23)n1 | 81.0%[activator] |
| COc1cc(NC(=O)c2ccc(Cn3ccn4nc5c(c4c3=O)CCCC5)cc2)cc(OC)c1OC | 6.5% |
| O=C(CCC(F)(F)F)N1CCC2(CCCN(CC3CCCCC3)C2=O)C1 (stereo unspecified) | 20.6% |
| Cc1cccc(C(=O)N2CC(=O)N(c3cccc(Cl)c3)CC2C)n1 (stereo unspecified) | -2.9% |
| Nc1nc(CSc2cccc[n+]2[O-])nc2ccccc12 | -6.9% |
| Cc1ccc(C(=O)N2CCC(n3cc(-c4nc(-c5ccccc5)no4)nn3)C2)s1 (stereo unspecified) | 26.8% |
| Cc1c(F)cccc1CN1CCC2(CC1)CC(c1ccccc1)C(=O)N2C (stereo unspecified) | -26.6% |
| Cc1nn(-c2ccccc2)c(C)c1CC(=O)NCC1Cc2cc(F)cc(-c3cccnc3)c2O1 (stereo unspecified) | 9.2% |
| Cc1nc2ccccn2c1C(=O)NC(C)c1cnn(-c2ccccn2)c1C (stereo unspecified) | 47.5%[activator] |
| C[C@@H](NC(=O)C1CCCC1)c1onc(-c2cccnc2)c1C(=O)O | 15.7%[176 µM] |
| Cc1c(CN2CCOc3c(cc(-c4ncc(C(F)(F)F)cc4Cl)cc3OCC3CCCO3)C2)cnn1C (stereo unspecified) | -2.6% |
| Cc1ccc(C(CNC(=O)c2cccs2)N2CCC(C)CC2)o1 (stereo unspecified) | 33.4% |
| CCCOC(=O)c1cc(-c2ccccc2)nc2ccccc12 | 10.6% |
| O=C1CCN(C(=O)c2cccnc2)CCCC(C(=O)NCCc2ccccc2)CCN1 (stereo unspecified) | 13.8% |
| CCn1ncc(CN2CCCCCNC(=O)CC2c2ccccc2)c1C (stereo unspecified) | 39.8% |
| O=C1[C@@H]2C[C@@H](CN2Cc2ccc(F)c(F)c2)Oc2ccccc2N1Cc1ccccn1 | 33.8%[activator][176 µM] |
| COc1c2c(cc3c1C(c1c(O)c4ccccc4oc1=O)N(C)CC3)OCO2 (stereo unspecified) | 5.7% |
| COc1ccccc1CN1Cc2cc(NC(=O)c3ccc(Cl)cc3)ccc2OC(C)C1=O (stereo unspecified) | ? |
| CCCCCn1nc(C(=O)Nc2cccc(S(=O)(=O)NC3=NCCC3)c2)c2ccccc2c1=O | 5.7% |
| CCN(CC)CCNC(=O)CCN1C(=O)c2ccccc2C1c1c(C)[nH]c2ccccc12 (stereo unspecified) | -18.1% |
| Cn1c(=O)c2c(ncn2CCC(=O)Nc2ccc(Br)cc2)n(C)c1=O | -19.8% |
| CC(C)NC(=O)OC[C@@H]1CSCCS(=O)(=O)N1 | -0.3% |
| COc1cc(C(=O)/C=C/c2cccc(F)c2)ccc1S(C)(=O)=O | ? |
| O=C(NC(c1ccccc1)c1ccccn1)c1cc[n+]([O-])cc1 (stereo unspecified) | 10.5% |

(next part)
| SMILES | ALOX12 inh |
| --- | --- |
| Cc1ccc(C(=O)N2CCC3(CC2)NC(=O)N(c2cccc(Cl)c2)N3)c(C)c1 | 1.41µM* |
| Cc1onc(C(=O)N2CCCC(Cc3nncn3Cc3ccccc3)C2)c1Cn1cc(Cl)cn1 (stereo unspecified) | 45.5%[activator] |
| Cc1cccc(NC(=O)c2cnc3ccccc3n2)n1 | 0.8% |
| Cc1ccc(-c2csc(Nc3c(C)cccc3C)n2)cc1 | ? |
| CC(C)Cc1ccc(C(C)NC(=O)CCNC(=O)C(C)(C)C)cc1 (stereo unspecified) | ? |
| COC(=O)C1=C(C)N(C)C(=NCc2ccccc2C(F)(F)F)NC1c1ccc(C(F)(F)F)cc1 (stereo unspecified) | ? |
| COc1ccccc1-c1cc(N2CCN(c3ccccn3)CC2)c2onc(C)c2n1 | 89.1µM* |
| CNc1c(NC(=O)NCc2ccc(F)cc2)c(=O)oc2ccccc12 | 1.6% |
| Cc1noc(C2CCCCCN2C(=O)c2ccnn2C)n1 (stereo unspecified) | 17.0% |
| O=C(Nc1cccnc1)[C@H]1CN(Cc2ccccc2)C[C@H]1C(=O)O | 29.1% |
| CCNC(=O)c1nnc(C(=O)Nc2cccc(Cl)c2)s1 | ? |
| COc1ccccc1NC(=O)Cn1c(C)ccc(NC(=O)Nc2ccc(C)cc2)c1=O | ? |
| CCCN1CCC(NC(=O)COc2ccc(Cl)cc2C)CC1 | ? |
| Cc1ccc(-n2cccc2CC(=O)NCC(C)C)cc1 | ? |
| O=C(C1CCCCCC1)N1CCC(n2cc(-c3ccsc3)nn2)CC1 | 2.3% |
| COC[C@@H]1CN(C(=O)CCc2ccccc2OC)C[C@H]1c1nc(C)no1 | 9.5% |
| COc1ccc(CCC(=O)N2CCC(Cc3nc(C4CCOCC4)no3)CC2)cc1 | -3.0% |
| O=C(c1ccco1)N1CC[C@@H]2COCCN(Cc3ccccc3)[C@@H]2C1 | 63.5%[activator] |
| CCNC(=O)c1cccc(NC(=O)Cc2ccc(OC)cc2)c1 | 3.6% |
| CC(C)C(CNC(=O)C1CCN(c2nc3ccccc3o2)CC1)N(C)C (stereo unspecified) | 28.8% |
| COCCNc1cc(-c2ccccc2C(F)(F)F)ncn1 | ? |
| COc1ccc(/C=C/C(=O)N2CCc3c(cnc(C)c3CNC(=O)c3ccsc3)C2)cc1OC | 4.3% |
| COc1ccc2oc(-c3ccc(NC(=O)c4ccc(C)cc4)cc3)nc2c1 | -3.4% |
| CN1CCCCCCN(C(=O)Nc2ccc3c(c2)OCCO3)CCC1=O | 29.3% |
| O=C(NC1CCN(c2cc(-c3cccs3)[nH]n2)CC1)c1ccc(Cl)cc1 | 21.8% |

Other entries:
| SMILES | ALOX12 inh |
| --- | --- |
| Cc1cc(C(=O)NCCc2ccccn2)sc1C | -9.4% |
| OC(CC#CCN1CCCCCC1)(c1ccccc1)c1ccc(-c2ccccc2)cc1 (stereo unspecified) | 17.8µM* |
| COc1ccc(CNC(=O)CC[C@]23CC[C@](C)(O)C[C@H]2C(C)(C)C[C@@H]3NC(=O)CC(C)(C)C)cc1 | -1.2% |
| COCCN(C)C[C@@H]1CN(C(=O)c2cc(C(C)C)oc2C)C[C@@H]1CO | 56.8%[activator] |
| COc1cccc(CN2CCC3(CC2)COc2ccccc2C(=O)N3)c1 | ? |
| CCc1cc2c(nc1CC)CCCN2S(=O)(=O)c1ccc(C)cc1 | -29.6% |
| O=C(c1cc2ccccc2o1)N1CCCC2(CNS(=O)(=O)c3cccnc3O2)C1 (stereo unspecified) | 1.5%[6.33 µM] |
| O=C(O)Cn1cc(C(C(=O)O)N2CCN(Cc3cccnc3)CC2)c2ccc(Cl)cc21 (stereo unspecified) | ? |
| COc1ccc(CC(=O)N2CCN(c3nc(-c4ccccc4)no3)CC2)cc1 | 8.4% |
| COc1ccc(-c2cc(N3CCCN(C(=O)c4cccc(Br)c4)CC3)n[nH]2)cc1 | 53.6%[activator] |
| COCCN1C(=O)[C@H]2CN(Cc3cccc(Cl)c3)C[C@H]2C1=O | 32.9%[activator] |
| CCOc1cc(=O)n2c(c1C(=O)Nc1cccc(C(C)C)c1)CCCC2 | 32.5%[activator] |
| CCn1cc2c3c(cccc31)CN(C(=O)Cc1ccc(F)cc1)CC2 | 35.8% |
| O=C(O)[C@H]1C[C@@H](C(=O)NCc2cccnc2)CN(Cc2ccccn2)C1 | 143.3%[activator] |
| Cc1cccc(C)c1NC(=O)CN(C)S(=O)(=O)c1c(C)noc1C | 7.7% |
| O=C1Nc2cnc(Cl)nc2Nc2ccc(Cl)cc21 | 0.6% |

3 entries from above, as labelled records:
Cc1nccn1CCCNC(=O)c1ccc2nc(C3CC3)oc2c1
- ALOX12 inh: 63.0%[activator]

Cc1cccc(NC(=O)c2cnc3ccccc3n2)n1
- ALOX12 inh: 0.8%

COc1ccc2oc(-c3ccc(NC(=O)c4ccc(C)cc4)cc3)nc2c1
- ALOX12 inh: -3.4%

Bioassay records (PubChem BioAssay)
